Source: PubChem (Sanford-Burnham Center for Chemical Genomics)
HKDC1 inh = inhibitors of human hexokinase HKDC1; inhibition, % at 20 µM; 0.16% of 340,000 active; recombinant HKDC1, G6PDH/diaphorase resazurin coupled fluorescence; Q2TB90;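 active = inhibition above about 35% when tested at 20 µM, limit read from the data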;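 also: plate controls were DMSO wells with enzyme for no effect and DMSO wells lacking enzyme for full effect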
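Material – in-house recombinant HK5 (HKDC1) enzyme · Quantity – HKDC1 at 5 µg/mL · Buffer or medium – pH 8.0 Tris buffer with 10 mM MgCl2 · Reagent – glucose with 1 mM ATP · Dosing – single 20 µM dose · Times – reaction time 90 min, room temperature, protected from light · Technique – resorufin fluorescence at 613 nm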
hIAP inh = blocks human intestinal alkaline phosphatase | purified IAP, CDP-Star luminescence, 30 min | inhibition, % at 10 µM | 0.12% of 330,000 active | AID 2544 | P09923;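 active = inhibition reaching a set limit with compound at 10 µM in the primary screen, cut at about 35% in these data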;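 also: plate controls were DMSO wells with enzyme for no effect and no-enzyme buffer wells for full effect; values of inactives mirror those of a sister screen read the other way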
ATG4B inh = ATG4B (human) cysteine protease inhibition; Q9Y4P1; inhibition, % at 8.33 µM; ATG4B cleavage of LC3-PLA2, NBD-HPC fluorescence, 1 h; 0.51% of 340,000 active; in the data active = inhibition above about 40%
Target sequence (Q9Y4P1 whole entry, looked up): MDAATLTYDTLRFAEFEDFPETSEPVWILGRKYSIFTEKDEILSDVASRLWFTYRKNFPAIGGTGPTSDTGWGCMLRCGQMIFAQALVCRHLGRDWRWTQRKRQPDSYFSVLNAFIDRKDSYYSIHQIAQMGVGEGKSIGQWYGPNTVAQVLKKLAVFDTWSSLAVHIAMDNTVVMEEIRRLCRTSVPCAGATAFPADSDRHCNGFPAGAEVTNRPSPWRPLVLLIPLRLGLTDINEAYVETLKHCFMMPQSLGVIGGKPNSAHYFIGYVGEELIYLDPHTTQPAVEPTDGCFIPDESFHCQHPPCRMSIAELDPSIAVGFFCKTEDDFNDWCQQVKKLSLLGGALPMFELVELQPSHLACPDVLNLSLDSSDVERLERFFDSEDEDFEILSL
mIAP activ = increases mouse intestinal alkaline phosphatase activity; muIAP, CDP-Star luminescence, 30 min; hits give high values; 1 = vehicle-only enzyme signal, 0 = enzyme-free wells; activation factor at 10 µM; 0.24% of 330,000 active; AID 2805;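 active = activation factor of at least 2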; also: the source names both 10 and 20 µM as test concentration; values of inactives mirror those of a sister screen read the other way
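System: mouse IAP enzyme. Reagent: CDP-Star chemiluminescent phosphatase substrate. Benchmarks: DMSO wells, no-enzyme wells. Times: 30 min enzyme-substrate-compound incubation at room temperature. Detection: luminescence from enzymatic CDP-Star hydrolysis. Doses: test compounds delivered from DMSO solution.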
APOBEC3A inh = human APOBEC3A DNA deaminase inhibition; P31941; recombinant A3A, FAM/TAMRA ssDNA deamination fluorescence; inhibition, % at 20 µM; 0.41% of 330,000 active; AID 493011;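 active = at least 40% inhibition at 20 µM here, with at most 30% in a related deaminase screen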;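 also: plate controls were A3A with DMSO for no effect and wells lacking A3A enzyme for full effect; some results filed as inactive read as strong as hits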
Target sequence (P31941 whole entry, looked up): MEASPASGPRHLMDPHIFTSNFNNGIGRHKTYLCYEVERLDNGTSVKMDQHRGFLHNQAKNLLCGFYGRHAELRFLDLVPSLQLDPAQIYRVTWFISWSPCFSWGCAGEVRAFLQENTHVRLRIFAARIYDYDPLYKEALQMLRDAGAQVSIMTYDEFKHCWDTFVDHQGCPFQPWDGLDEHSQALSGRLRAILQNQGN
hIAP activ = increases human intestinal alkaline phosphatase activity; P09923; purified human IAP, CDP-Star luminescence, 30 min; hits give high values; 1 = vehicle-only enzyme, 0 = enzyme-free background; activation factor at 10 µM; 0.16% of 330,000 active;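 active = activation factor of the enzyme at least 2-fold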; also: the source names both 10 and 20 µM as test concentration; values of inactives mirror those of a sister screen read the other way
mIAP inh = blocks mouse intestinal alkaline phosphatase; purified mouse IAP, CDP-Star luminescence, 30 min; inhibition, % at 10 µM; 0.2% of 330,000 active; AID 2806;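 active = inhibition of at least 40% at 10 µM in the primary screen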;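 also: plate controls were DMSO with enzyme for no effect and no enzyme wells for full effect; values of inactives mirror those of a sister screen read the other way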
PfGluPho inh = PfG6PD (Plasmodium falciparum) enzyme inhibition; PfGluPho enzyme, NADPH resazurin-diaphorase fluorescence; AID 504690; 0.78% of 350,000 active; inhibition, % at 20 µM;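 active = inhibition reaching at least a set limit at 20 µM in the primary screen, cut at about 59% in these data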;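 also: 0% = DMSO wells with substrate and 100% = DMSO wells lacking glucose-6-phosphate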
Starred values were filed as active, the others as inactive.

SMILES | HKDC1 inh | hIAP inh | ATG4B inh | mIAP activ | APOBEC3A inh | hIAP activ | mIAP inh | PfGluPho inh
Cc1ccc(/C=C/c2nc3ccccc3c(=O)n2CCc2ccccc2)cc1 | -5 | 9 | 1 | 0.86 | -2 | 0.91 | 14 | 28
CC(Sc1nncn1C)C(=O)Nc1nnc(C(C)C)s1 (configuration not stated) | -3 | 0 | 2 | 0.94 | -3 | 1 | 6 | -15
NC(=O)[C@H](Cc1cc2ccccc2s1)NC(=O)[C@@H]1CC2(CC(c3cccc(NC(=O)[C@@H]4CCC(=O)N4)c3)=NO2)CN1C(=O)/C=C/c1c(F)cccc1Cl (some centres not stated) | 3 | 7 | -36 | 0.87 | 0 | 0.93 | 13 | 7
O=C(Oc1cccc(Br)c1)c1cccnc1 | -1 | 1 | 11 | 1 | -3 | 0.99 | -2 | -3
CC(=O)c1cccc(OCCCOc2cccc3cccnc23)c1 | -2 | 21 | -7 | 0.99 | -8 | 0.79 | 1 | 17
Cc1c(/C=N/NC(=O)C(C)(C)Oc2ccc(Cl)cc2)cnn1C | -3 | 21 | -4 | 1 | -3 | 0.79 | -1 | -1
COc1cc(/C=C/C(=O)O)cc(S(=O)(=O)NC2CCCC2)c1OC | -5 | -8 | -4 | 1 | 0 | 1.1 | -2 | -3
CCCc1nc2c([nH]1)C(c1cccnc1)C(C#N)=C(N)O2 (configuration not stated) | -7 | 12 | -1 | 0.99 | -3 | 0.88 | 1 | -1
CCCOCCOC(=O)c1[nH]c2c(c1C)C(=O)CC(c1cc(OC)ccc1OC)C2 (configuration not stated) | -3 | 8 | -4 | 0.99 | 0 | 0.92 | 1 | 2
COc1cc(C(=O)NCCC(=O)NC(C)CCc2ccccc2)cc(OC)c1OC (configuration not stated) | 2 | 8 | 3 | 1 | -2 | 0.92 | 0 | -4
O=C(NCC1CCCC(CNC(=O)Nc2ccc(Cl)cn2)C1)Nc1ccc(Cl)cn1 (configuration not stated) | 2 | 4 | -3 | 1.1 | -1 | 0.96 | -9 | 4
COc1ccccc1N1CCN(C2CCN(S(=O)(=O)c3ccc4ccccc4c3)CC2)CC1 | 2 | -1 | 8 | 0.98 | 3 | 1 | 2 | 0
Cc1c(C(=O)Nc2ccccc2F)sc2ncn(CC(=O)N3CCOCC3)c(=O)c12 | -3 | -10 | -3 | 1 | -10 | 1.1 | 0 | -9
COc1ccccc1NC1=C(Cl)C(=O)N(C2CCCCC2)C1=O | 12 | -22 | 13 | 0.83 | -3 | 1.2 | 17 | 10
O=C(NC1CCCCC1)c1ccc(-c2ccccc2F)o1 | 1 | 1 | 1 | 1 | 2 | 0.99 | -4 | 29
COC(c1ccccc1)c1nnc(CCC(=O)N(C)Cc2cccc(-n3cccn3)c2)o1 (configuration not stated) | -7 | 2 | -3 | 0.99 | 1 | 0.98 | 1 | -5
COCCNC(=O)CCc1ccc(S(=O)(=O)Nc2ccc(C)cc2)cc1 | -9 | 17 | -12 | 0.96 | 0 | 0.83 | 4 | -13
CC1(C(=O)NC2CCCCCCC2)CCC(=O)N1Cc1cccnc1 (configuration not stated) | -7 | 16 | 1 | 0.97 | -1 | 0.84 | 3 | 5
Cc1cc(NC(=O)COc2c(C)cccc2C)no1 | -3 | 10 | -19 | 0.89 | -3 | 0.9 | 11 | -4
Cc1nc(-c2ccc(C(=O)Nc3ccccc3F)cc2)cs1 | 6 | -16 | -7 | 0.94 | -3 | 1.2 | 6 | 3
Cc1cc(C)n2nc(SCC(=O)c3cc(C)n(-c4cc(C)on4)c3C)nc2n1 | 3 | -4 | -3 | 1.1 | -3 | 1 | -8 | 24
CCOc1ccc(/C=C2/Sc3ccc(C(=O)N4CCOCC4)cc3N(C)C2=O)cc1OC | 7 | 17 | -8 | 0.99 | -4 | 0.83 | 1 | 21
Cc1ccc2[nH]c(=O)c(CN(CC3CCCO3)C(=S)Nc3ccccc3)cc2c1 (configuration not stated) | -3 | -8 | -4 | 1 | 2 | 1.1 | -4 | 1
CC1CCN(C(=O)c2cc(-c3ccc(Cl)c(Cl)c3)on2)CC1 | -9 | 11 | -3 | 0.8 | 7 | 0.89 | 20 | 10
N#Cc1ccc(-c2ccc(OCC(O)CN3CCOCC3)cc2)cc1 (configuration not stated) | -9 | 1 | -8 | 1.1 | -3 | 0.99 | -7 | 5
Cc1snc(S(=O)(=O)/C(C#N)=N\Nc2ccccc2)c1C#N | 0 | -11 | 1 | 1 | -2 | 1.1 | 0 | -42
COC(=O)C(Cc1ccc(OC(=O)c2ccc(C(F)(F)F)cc2)cc1)N1Cc2ccccc2C1=O (configuration not stated) | 9 | 30 | 3 | 0.88 | -7 | 0.69 | 12 | 21
c1ccc(-n2c(-c3ccco3)nnc2-c2ccco2)cc1 | -2 | -3 | -2 | 1 | -4 | 1 | -2 | 23
O=C(NNC(=O)c1ccccc1-n1cccc1)c1cncc(Br)c1 | 8 | 15 | 0 | 1.1 | -3 | 0.85 | -6 | -6
O=C(O)c1ccc(-c2ccc(Cl)cc2Cl)o1 | -5 | -5 | -2 | 0.98 | 3 | 1.1 | 2 | -30

Seven records drawn at random from those above, as already listed:
SMILES | HKDC1 inh | hIAP inh | ATG4B inh | mIAP activ | APOBEC3A inh | hIAP activ | mIAP inh | PfGluPho inh
O=C(O)c1ccc(-c2ccc(Cl)cc2Cl)o1 | -5 | -5 | -2 | 0.98 | 3 | 1.1 | 2 | -30
Cc1nc(-c2ccc(C(=O)Nc3ccccc3F)cc2)cs1 | 6 | -16 | -7 | 0.94 | -3 | 1.2 | 6 | 3
COCCNC(=O)CCc1ccc(S(=O)(=O)Nc2ccc(C)cc2)cc1 | -9 | 17 | -12 | 0.96 | 0 | 0.83 | 4 | -13
Cc1cc(C)n2nc(SCC(=O)c3cc(C)n(-c4cc(C)on4)c3C)nc2n1 | 3 | -4 | -3 | 1.1 | -3 | 1 | -8 | 24
CCOc1ccc(/C=C2/Sc3ccc(C(=O)N4CCOCC4)cc3N(C)C2=O)cc1OC | 7 | 17 | -8 | 0.99 | -4 | 0.83 | 1 | 21
CC1(C(=O)NC2CCCCCCC2)CCC(=O)N1Cc1cccnc1 (configuration not stated) | -7 | 16 | 1 | 0.97 | -1 | 0.84 | 3 | 5
COC(c1ccccc1)c1nnc(CCC(=O)N(C)Cc2cccc(-n3cccn3)c2)o1 (configuration not stated) | -7 | 2 | -3 | 0.99 | 1 | 0.98 | 1 | -5

Other results
SMILES | HKDC1 inh | hIAP inh | ATG4B inh | mIAP activ | APOBEC3A inh | hIAP activ | mIAP inh | PfGluPho inh
O=C(NCCn1cccc1)c1cccc2ccccc12 | 13 | -5 | 5 | 1.1 | -5 | 1 | -13 | -11
Cc1nc(NCCOc2ccccc2)sc1C(=O)Nc1ccccc1 | -6 | -14 | 0 | 0.94 | -3 | 1.1 | 6 | 8
Cc1ccc(C(=O)c2c[nH]c(C(=O)NCCCN3CCOCC3)c2)cc1 | -10 | 4 | -10 | 1.1 | -3 | 0.96 | -7 | -1
O=c1c2ccccc2oc2cc(-c3ccc4cc[nH]c4c3)ccc12 | -5 | -2 | 20 | 1.1 | 1 | 1 | -9 | -2
Cc1ccccc1OCC(=O)OCC(=O)Nc1cc(C(F)(F)F)ccc1N1CCOCC1 | -3 | -10 | -14 | 0.92 | 0 | 1.1 | 8 | 11
COC(=O)N/N=C(\C)c1ccc(OC(F)F)cc1 | -7 | -10 | 2 | 0.92 | -5 | 1.1 | 8 | 9
COc1ccccc1NC(=S)N1CCc2cc(OC)c(OC)cc2C1 | -12 | 4 | -2 | 1.1 | -3 | 0.96 | -8 | 3
Clc1ccccc1Sc1ccc(-c2ccccn2)s1 | 7 | 6 | -3 | 1 | 0 | 0.94 | -3 | 4
Cc1nn(-c2ccccc2)c(Cl)c1/C=N/NC(=O)CCNc1n[nH]c(=O)[nH]c1=O | 0 | 7 | 2 | 0.94 | -1 | 0.93 | 6 | 6
CC(=O)Nc1sc(C)c(C)c1C(=O)OCCOc1ccccc1 | 1 | -5 | 1 | 0.96 | 0 | 1.1 | 4 | 16
O=C(O)CCN1C(=O)c2ccc(NC(=O)CSCc3ccccc3)cc2C1=O | 5 | 4 | -8 | 1 | 7 | 0.96 | 0 | -40
O=C(Nc1cccc(Cl)c1)c1cnc[nH]1 | 1 | -17 | 14 | 0.98 | -3 | 1.2 | 2 | -5
COc1ccc(S(=O)(=O)Nc2ccccc2C(=O)OC2CCCN(C)C2)cc1OC (configuration not stated) | -9 | 9 | -16 | 1 | -2 | 0.91 | -2 | -11
CC(C)(C)c1cnnn1-c1ccc(C=O)cc1 | -10 | -10 | -11 | 0.97 | -1 | 1.1 | 3 | -6
COc1cc(OC)cc(C(=O)/C=C2\Sc3ccccc3N2C)c1 | -6 | -24 | -9 | 1 | 0 | 1.2 | 0 | 10

Record cards, as listed above. Screens in order: HKDC1 inh	hIAP inh	ATG4B inh	mIAP activ	APOBEC3A inh	hIAP activ	mIAP inh	PfGluPho inh
Shown for CC(C)(C)c1cnnn1-c1ccc(C=O)cc1 → -10	-10	-11	0.97	-1	1.1	3	-6
Shown for COc1ccccc1NC(=S)N1CCc2cc(OC)c(OC)cc2C1 → -12	4	-2	1.1	-3	0.96	-8	3
Shown for O=C(O)CCN1C(=O)c2ccc(NC(=O)CSCc3ccccc3)cc2C1=O → 5	4	-8	1	7	0.96	0	-40

The listing continues.
SMILES | HKDC1 inh | hIAP inh | ATG4B inh | mIAP activ | APOBEC3A inh | hIAP activ | mIAP inh | PfGluPho inh
CCN(Cc1ccccc1)C(=O)COC(=O)Cc1c[nH]c2ccccc12 | -2 | -5 | -20 | 0.99 | -4 | 1 | 0 | 13
Cc1cccc(OCc2nnc(SCC(=O)N3CCCCC3)o2)c1 | -3 | 2 | -4 | 0.98 | -2 | 0.98 | 2 | -11
C/C(=N\NC(N)=O)c1ccc(Cl)s1 | -4 | 11 | 0 | 0.93 | 5 | 0.89 | 7 | -13
CCCC(=O)N(c1ccccc1)C1C=CS(=O)(=O)C1 (configuration not stated) | -5 | -2 | 4 | 0.94 | -3 | 1 | 6 | -6
C[C@@H]1CCC(=O)N(CC[C@H](Sc2ccccc2)c2ccccc2)CC1 | 0 | 1 | 12 | 1.1 | -3 | 0.99 | -7 | -7
O=S(=O)(NCCc1ccccc1)c1cccc(S(=O)(=O)N2CCOCC2)c1 | -1 | -8 | -8 | 0.83 | -1 | 1.1 | 17 | -10
Cc1ccc(C)c(S(=O)(=O)NCc2ccc(C(=O)N3CC(C)OC(C)C3)cc2)c1 (configuration not stated) | -3 | -9 | -15 | 0.91 | 3 | 1.1 | 9 | 1
COc1ccc(NC(=O)Cc2nnc(SCC(=O)NC3CCCCC3)n2C)cc1 | -4 | -15 | -5 | 0.94 | -3 | 1.2 | 6 | -1
COc1ccc(Cl)cc1S(=O)(=O)N1CCCC1=O | -11 | 0 | 0 | 1 | 0 | 1 | -2 | 4
Cc1ccc(N/N=C/C=C/c2ccco2)cc1 | 7 | -10 | -4 | 0.89 | -5 | 1.1 | 11 | 35
COC(=O)CN1C(=S)N(Cc2ccccc2)C(=O)C1CC(=O)Nc1ccc(Br)cc1 (configuration not stated) | 4 | -6 | -6 | 0.92 | -14 | 1.1 | 8 | -2
CC(=O)CSc1nnc(-c2ccc(S(=O)(=O)N3CCC(C)CC3)cc2)o1 | -19 | 1 | 5 | 0.88 | 1 | 0.99 | 12 | -1
CCOC(=O)C1CCCN(C(=O)c2cc(Cl)ccc2Cl)C1 (configuration not stated) | 11 | -10 | 10 | 0.93 | 0 | 1.1 | 7 | -18
